Furin inh: human furin inhibitors, primary screen, biochemical, fluorescence intensity; P09958; purified furin, fluorogenic substrate cleavage; inhibition, % at 30 µM; hit rate 0.061% among 220,000; in the data active = inhibition above about 25%; note: inactives centre near -15
Runt-SMMHC FRET: inhibitors of RUNX1 Runt–CBFb-SMMHC binding, primary screen, biochemical, FRET, Cerulean-Runt, Venus-CBFb-SMMHC, uHTS; Cerulean-Runt/Venus-CBFb-SMMHC FRET ratio 530/480, 1 h; inhibition, % at 20 µM; hit rate 0.74% among 220,000; AID 1434, 2008;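 active = mean inhibition across duplicate retests at 20 µM reaching about 50%, limit read from the data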;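 note: 0% = DMSO wells and 100% = wells with excess untagged CBFb-SMMHC; inhibitors lower the FRET ratio by blocking Runt binding to CBFb-SMMHC; some results filed as inactive read as strong as hits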
Target sequence (Q01196 whole entry, looked up): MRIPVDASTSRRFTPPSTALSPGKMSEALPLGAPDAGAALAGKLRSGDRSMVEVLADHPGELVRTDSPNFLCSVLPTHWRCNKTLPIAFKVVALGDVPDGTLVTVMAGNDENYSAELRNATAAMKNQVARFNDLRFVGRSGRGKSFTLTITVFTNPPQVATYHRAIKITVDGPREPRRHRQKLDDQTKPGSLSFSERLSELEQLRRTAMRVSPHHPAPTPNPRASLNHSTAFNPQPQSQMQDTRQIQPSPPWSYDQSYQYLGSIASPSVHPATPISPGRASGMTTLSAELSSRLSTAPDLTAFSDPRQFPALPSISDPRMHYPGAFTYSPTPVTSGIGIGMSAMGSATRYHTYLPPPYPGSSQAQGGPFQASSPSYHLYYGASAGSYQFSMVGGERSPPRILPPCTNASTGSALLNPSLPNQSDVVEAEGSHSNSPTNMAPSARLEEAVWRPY
Target sequence (Q13951 whole entry, looked up): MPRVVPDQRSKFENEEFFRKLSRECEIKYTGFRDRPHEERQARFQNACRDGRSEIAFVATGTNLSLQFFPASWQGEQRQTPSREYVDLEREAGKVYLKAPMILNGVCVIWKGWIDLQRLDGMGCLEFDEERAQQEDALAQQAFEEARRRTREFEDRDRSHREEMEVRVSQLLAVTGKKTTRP
NCF1 inh: p47phox/p22phox peptide binding inhibitors, primary screen, biochemical, uHTS, NADPH oxidase regulatory subunit. Neutrophil cytosol factor 1 (Homo sapiens), P14598. fluorescence polarization, 2 h. inhibition, % at 24.7 µM. hit rate 0.53% among 220,000. AID 1274, 2008;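 active = inhibition above about 30%, limit read from the data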;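 note: 0% = p47phox with labelled peptide and 100% = labelled peptide alone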
p97 ATPase inh: inhibitors of human p97 ATPase, primary screen, biochemical. recombinant p97 ATPase, Kinase-Glo ATP luminescence, 3 h. hit rate 0.42% among 220,000. Transitional endoplasmic reticulum ATPase (Homo sapiens), P55072. inhibition, % at 8 µM; in the data active = inhibition above about 15%;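 note: 0% = DMSO vehicle and 100% = wells lacking enzyme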
Runt-CBFb FRET: inhibitors of RUNX1 Runt–CBFb binding, primary screen, biochemical, FRET, Cerulean-Runt, Venus-CBFb, uHTS. AID 1496, 2009. inhibition, % at 20 µM. Runt-related transcription factor 1 (Homo sapiens) + Core-binding factor subunit beta …. Cerulean-Runt/Venus-CBFb FRET ratio 530/480, 1 h. hit rate 0.46% among 220,000;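 active = inhibition over about 50% at 20 µM in the single-dose screen, limit read from the data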;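 note: 0% = DMSO wells and 100% = excess unlabeled CBFb competitor control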
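Doses: 20 µM compound in 1% DMSO | Material: Cerulean-labeled Runt domain protein | Amount: Each fluorescent fusion protein 100 nM | Schedule: Two 1 h room-temperature incubations shielded from light | Measured by: FRET fluorescence | Evaluation: Loss of energy transfer signal | Controls: Unlabeled CBFb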
EBV gp42 inh: Epstein-Barr virus gp42 inhibitors, primary screen, biochemical, uHTS, fluorescence polarization; Glycoprotein 42 (Epstein-Barr virus (strain AG876)), Q1HVG2; Fluorescence polarization binding assay, mP read-out; inhibition, % (tested at 21.74 µM); hit rate 0.42% among 220,000; in the data active = inhibition above about 50%
Target sequence (Q1HVG2 whole entry, looked up): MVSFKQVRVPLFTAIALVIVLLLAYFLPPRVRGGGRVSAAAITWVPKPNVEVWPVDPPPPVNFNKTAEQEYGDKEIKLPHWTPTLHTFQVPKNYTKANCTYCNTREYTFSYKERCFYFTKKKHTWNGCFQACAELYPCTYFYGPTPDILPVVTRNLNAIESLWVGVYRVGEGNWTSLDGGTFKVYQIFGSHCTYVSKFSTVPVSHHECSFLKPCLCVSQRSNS
Calpain2 inh: inhibitors of pig calpain II, primary screen, biochemical, fluorogenic peptide substrate, 1536-well. purified calpain II, 30 min. inhibition, % at 16 µM. hit rate 0.37% among 220,000. AID 1236, 2008;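 active = inhibition above about 50%, limit read from the data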
RBBP9 inhibitor: human RBBP9 inhibitors, primary screen, biochemical, fluorescence polarization, FP-Rh probe, HTS. Serine hydrolase RBBP9 (Homo sapiens), O75884. recombinant RBBP9. inhibition, % at 7.94 µM. hit rate 0.2% among 220,000;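 active = inhibition above the campaign mean of all tested compounds plus 3 SD, cut at about 14% in these data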;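 note: plate controls were DMSO wells with RBBP9 for no effect and wells lacking RBBP9 protein for full effect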
Target sequence (O75884 whole entry, looked up): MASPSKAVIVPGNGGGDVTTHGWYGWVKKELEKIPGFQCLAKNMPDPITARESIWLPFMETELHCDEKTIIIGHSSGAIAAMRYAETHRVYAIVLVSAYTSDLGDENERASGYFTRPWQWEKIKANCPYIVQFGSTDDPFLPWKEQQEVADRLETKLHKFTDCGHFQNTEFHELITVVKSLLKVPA
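Material: RBBP9 protein. Amount: RBBP9 at 2.5 µM in dispensed solution, before mixing. Schedule: 30 min then 45 min, 25 °C. Medium: Tris buffer pH 8.0, NaCl, Pluronic. Measured by: fluorescence polarization. Measure: percent inhibition from mP, scaled between DMSO and no-protein wells. Replication: one well per compound.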
TbHK1 inh: Trypanosoma brucei hexokinase 1 inhibitors, primary screen, biochemical, G6PDH-coupled NADH absorbance, MLSCN library; inhibition, % at 10 µM; hexokinase 1 [Trypanosoma brucei]; recombinant TbHK1, G6PDH-coupled NADH A340; hit rate 0.11% among 220,000;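 active = inhibition of 50% or more in the single-dose primary screen; inactive = inhibition below 50%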
* hit, by the source's call; . = not tested or not shown; [ ] = remark or other dose.

SMILES	Furin inh	Runt-SMMHC FRET	NCF1 inh	p97 ATPase inh	Runt-CBFb FRET	EBV gp42 inh	Calpain2 inh	RBBP9 inhibitor	TbHK1 inh
CCCCc1nc(NCCNC(=O)c2ccccc2)c(C#N)c2c1CSC(C)(C)C2	-21[20 µM]	2	-12	-4	-6	-10	-91	-7	-7
O=C(CN1CCN(C(=S)NC2CCCC2)CC1)Nc1ccc(Oc2ccccc2)cc1	-14	-1	-23	4	-1	-13	26	-2	-8
COc1ccccc1Nc1nc(N)nc(CSc2nnc(C)s2)n1	-21[20 µM]	-8	-11	3	-2	-8	1	2	7
O=C(NC1CCCC1)C(c1ccc(F)cc1)N(C(=O)Cc1cccs1)c1ccc2c(c1)OCCO2 (centres undefined)	-21[20 µM]	-7	-5	1	-1	-20	-2	6	3
CCOc1ccccc1NC(=O)c1cc(Cl)ccc1NC(=O)c1ccco1	-3[20 µM]	-7	-28	-3	0	-18	-36	3	-7
N#C/C(=C(\O)C(F)(F)F)c1nnc2n1CCCCC2	1	0	0	4	2	-3	-8	-1	6
O=S(=O)(c1ccc(Cl)s1)N1CCN(Cc2ccccc2)CC1	-9	-1	0	-2	1	-25	-1	0	5
O=C(N=Nc1c(O)[nH]c2ccc(Br)cc12)c1cc(-c2cccs2)nc2ccccc12	-26	-7	60*	-3	3	-1	35	-2	-25
Cc1ccc(CN2CCN(Cc3ccc(-n4cccn4)cc3)CC2CCO)cc1 (centres undefined)	-16	1	-9	0	-2	-11	-14	-6	-6
COc1ccccc1NC(=O)COc1ccc(/C=N/NS(=O)(=O)c2ccc(C)cc2)cc1	-15[20 µM]	2	-13	3	-1	-9	-17	-6	-7
COc1ccc(-n2c(CN3CCC(C(N)=O)CC3)nc3ccc([N+](=O)[O-])cc3c2=O)c(OC)c1	-15	-1	-4	6	-1	-7	20	-4	-10
COc1cccc2cc3c(=O)oc4ccccc4c3nc12	-14[20 µM]	-11	-18	6	-5	-1	-346	2	-3
Cn1c(=O)oc2cc(S(=O)(=O)N3CCC(N4CCCCC4)CC3)ccc21	-21	-1	-2	9	1	-12	-13	7	-4
O=C(N/N=C/c1ccncc1)c1cccc(NC(=O)c2ccccc2Cl)c1	12	1	3	5	-1	-12	-10	-5	-2
Cc1cc(/C=C(/C#N)c2cccc(Cl)c2)c(C)n1C	-5	2	-16	-3	-2	36	-16	-5	0
COc1ccc(/C=C/c2noc(-c3ccccc3O)n2)cc1	-30	4	-12	-1	0	5	-48	-4	-7
Cc1ccc2nc(C(F)C(F)(F)F)[nH]c2c1 (centres undefined)	-39	0	-9	2	-2	-7	-41	-9	-3
COc1ccc(N(C(=O)COc2ccc(F)cc2)S(=O)(=O)c2ccc(C)cc2)cc1	1	3	-13	-2	0	-7	24	-3	28
Nc1c(C(=O)NCc2ccco2)nnn1CC(=O)Nc1ccc2c(c1)OCO2	-24	-1	-10	6	0	-11	-2	-2	-8
O=C(/C=C/c1ccco1)Nc1cccnc1	-15	-7	-2	-2	8	4	-6	0	-19
C=CCc1cc(Cl)ccc1OCCCNCCO	-30	0	-5	4	0	-9	-30	-3	0
CCN1CCN(CC(=O)N2N=C(c3ccc(OC)cc3)CC2c2ccc(OC)cc2)C(=O)C1=O (centres undefined)	-8	3	6	-2	0	6	-3	-7	-9
O=S(=O)(Cc1noc(-c2ccc(Cl)cc2)n1)Cc1ccco1	-8	-8	-9	9	20	-13	22	5	-2
Cc1ccc(-c2nnc(SCC#CCOC(=O)c3cccs3)o2)cc1	-26[20 µM]	-2	-13	1	0	5	-10	0	5
COc1ccc(-n2cnc3cc(NCc4ccco4)ccc32)cc1	-23[20 µM]	1	-12	-3	7	-8	-30	-5	5
COCCN(Cc1cc2cc3c(cc2nc1Cl)OCO3)C(C)=O	-20	.	2	4	.	-15	-17	-1	-27
O=C(NCc1ccc(F)cc1)C(C(=O)NCc1ccc(F)cc1)c1ncc(C(F)(F)F)cc1Cl	-15	-4	7	4	2	-2	-4	-8	2
C/C=C(/C)C(=O)O[C@@H]1c2c(ccc3ccc(=O)oc23)O[C@@H]1C(C)(C)OC(C)=O	-20	-2	-2	1	-1	1	-36	-3	-19
O=C(COC(=O)c1cccc(NC(=O)c2ccco2)c1)c1ccc(Br)cc1	-11	0	-15	-2	-1	-12	14	-15	5
Cc1cccc(Oc2ccc(NC(=O)c3ccccc3C(=O)O)cc2)c1C	-25	0	-1	6	1	-7	37	2	10
Cc1ccnn1CCC(=O)O	-19	0	0	-4	1	-5	-28	-14	9
CCS(=O)(=O)n1nc(-c2ccc(C)cc2)nc1N	-21[20 µM]	-3	14	-5	2	-7	-3	1	-2
COc1cc(C)nc(Oc2ccc(/C=N/O)cc2)n1	-14	4	-6	6	-2	-1	-6	-4	-1
Cc1cc2cc(C)c(NCCNC(=O)c3cccs3)nc2cc1C	-41	2	-3	-4	-1	-11	-62	-5	-10
CCOC(=O)c1c(-c2ccccc2)nc2ccc(C)cn12	-1[20 µM]	-1	-5	-5	-8	-9	-20	-6	3
CCCC(=O)Nc1nnc(Cc2ccccc2)s1	-18	3	2	-3	-1	20	24	-5	18
Cc1ncoc1C(=O)Nc1cccc(Cl)c1C	11[20 µM]	-2	-17	9	1	-8	-30	1	1
COc1ccc(Oc2nc(-c3ccncc3)nc3ccccc23)cc1	-12	-1	-12	-10	-4	-1	10	-13	1
COc1ccc(/C=N/NC(=O)CN2CCCCCCC2)c(C)c1C	-22	3	-9	1	-3	-19	6	1	-6
COC(=O)c1ccc2c(=O)[nH]c(CSc3nnc(C(F)(F)F)n3C)nc2c1	-1	2	-6	0	-4	-19	7	-4	26
CCc1nnc(NC(=O)c2ccc(Cl)c(S(=O)(=O)N3CCc4ccccc4C3)c2)s1	-12	-2	-19	-1	-1	-29	0	-1	15
Cc1ccc(N=C2C(=S)N(c3ccc(C)cc3)C(=N)N2/N=C/c2ccc(Cl)cc2)cc1	-6[20 µM]	-12	-8	-5	-8	-5	-8	-10	-18
O=C(Nc1cccc(Cl)c1)c1ccc(F)c(S(=O)(=O)NCc2cccs2)c1	-4	0	-31	-2	2	8	32	-16	6
CC(C)(C)c1ccccc1OCCOCCN1CCCCCC1	-34	2	-16	-4	-3	-8	-2	-3	0
O=C(CN1C(=O)S/C(=C/C=C/c2ccccc2)C1=O)Nc1ccc(C(=O)O)cc1	-20	1	-18	4	3	-31	-50	-5	-19
Cn1c(-c2ccc3c(c2)OCO3)cnc1NCc1ccc(Cl)cc1	-20	4	-8	-3	1	-18	10	-2	8
C=CCN1C(=O)c2cccc3c(Br)ccc(c23)C1=O	-40	-4	10	2	-2	2	-28	-6	-4
COc1ccc(Cl)cc1C(=O)Nc1ccccc1N1CCN(C)CC1	-14[20 µM]	1	-5	-3	-3	-7	-25	-5	-3
O=C(Cn1nc(-c2cccc(Cl)c2)ccc1=O)Nc1ccc(C(=O)NC2CC2)cc1	-32	1	-4	4	-5	-30	-73	-4	-3
O=C(Nc1nnc(C2=COCCO2)o1)C1CCCCC1	-22	-9	0	0	0	-4	-15	2	3
Cc1ccc(-c2nnn(CC(=O)Nc3ccc(S(=O)(=O)N4CCC(C)CC4)cc3)n2)cc1	-14	-10	-2	1	0	-10	15	-13	11
O=c1c(Cc2ccc(F)cc2)c(O)ccn1CC1CCCO1 (centres undefined)	-24	0	-7	4	0	-11	-38	-4	-2
CCOC(=O)CSc1nc2c(sc(=S)n2Cc2ccco2)c(=O)n1-c1ccccc1	-3	-2	-7	12	21	-16	-50	-3	-30
N=C1C(c2nc(-c3ccc(Cl)cc3)cs2)=C(O)CN1CCCN1CCOCC1	-19	-1	-32	-4	4	-12	-140	-5	2
Cc1c(C(=O)N2CCOCC2)sc2ncnc(N3CCc4ccccc4C3)c12	-26	3	-5	-2	0	-8	15	5	-1
Cc1ccc(NC(=O)NC(=O)CN2C(=O)NC3(CCCCCCC3)C2=O)c(C)c1	-19	2	-16	2	-4	-8	-11	-3	-3
Cc1ccc(-c2cc(C(F)(F)F)nc(SCC(=O)c3cccc([N+](=O)[O-])c3)n2)cc1	9[20 µM]	-7	-14	4	.	-16	4	1	-10
Cc1sc2ncnc(N/N=C/c3ccccc3O)c2c1C	-3	12	-12	2	28	-11	-22	-10	29
COc1cc(-c2nnc(-c3ccncc3)o2)ccc1OCc1ccccc1	-15	-4	-3	3	-3	9	-44	-11	5
CC(C)N1CCc2c(sc(NC(=O)c3ccc(S(=O)(=O)N4CCOCC4)cc3)c2C(N)=O)C1	-21	2	-30	4	-5	-67	-8	-8	-10

Next section:
SMILES	Furin inh	Runt-SMMHC FRET	NCF1 inh	p97 ATPase inh	Runt-CBFb FRET	EBV gp42 inh	Calpain2 inh	RBBP9 inhibitor	TbHK1 inh
CN(C)c1cccc(C(=O)OCC(=O)N(Cc2ccccc2)C2CCS(=O)(=O)C2)c1 (centres undefined)	-9	1	-5	-8	-3	-3	6	-10	1
CCOC(=O)C1=C(CNCc2ccc(C)cc2)NC(=O)NC1c1cc(C)ccc1C (centres undefined)	-13[20 µM]	0	-6	2	-2	-10	40	-7	4
Cc1cc(C(=O)NCCCn2ccnc2)sc1-c1ccccc1	-26[20 µM]	2	-8	0	0	-9	-7	-7	4
COc1ccccc1-c1nnc(NC(=O)CSc2nncn2C)s1	-14	4	-4	-1	-1	8	-4	-2	-14
O=C1CC(c2ccco2)CC(O)=C1C=Nc1cc(Cl)ccc1Cl (centres undefined)	1	24	-3	2	42	-1	-8	-3	10
COCCCNCCCOc1ccc(Cl)cc1C(C)(C)C	-15	-7	-22	0	-1	-13	-11	2	11
CCOC(=O)c1cn2nc(N3CCCC3)ccc2n1	-14	-7	6	4	2	-15	5	-6	-25
Cc1cc2c(C)nc(-c3ccccc3)nc2o1	-14[20 µM]	4	3	-1	1	-14	1	14	-2
Cc1cc(C)c(OCC(=O)Nc2ccc3c(c2)OCO3)cc1C	-21[20 µM]	7	4	-5	-4	0	27	-2	3
Cc1nn(C)c(C)c1CN(C)C(=O)c1cnn2c1NC(c1ccccc1)CC2C(F)(F)F (centres undefined)	-10	2	-11	-3	-4	4	-8	1	33

Some of these compounds in order of heavy-atom count, low to high:
SMILES	Furin inh	Runt-SMMHC FRET	NCF1 inh	p97 ATPase inh	Runt-CBFb FRET	EBV gp42 inh	Calpain2 inh	RBBP9 inhibitor	TbHK1 inh
Cc1cc2c(C)nc(-c3ccccc3)nc2o1	-14[20 µM]	4	3	-1	1	-14	1	14	-2
Cc1cc(C(=O)NCCCn2ccnc2)sc1-c1ccccc1	-26[20 µM]	2	-8	0	0	-9	-7	-7	4
COc1ccccc1-c1nnc(NC(=O)CSc2nncn2C)s1	-14	4	-4	-1	-1	8	-4	-2	-14
Cc1nn(C)c(C)c1CN(C)C(=O)c1cnn2c1NC(c1ccccc1)CC2C(F)(F)F (centres undefined)	-10	2	-11	-3	-4	4	-8	1	33

High-throughput results: PubChem, several laboratories
